NPSR antagonist – qHTS Assay for Antagonists of the Neuropeptide S Receptor: cAMP Signal Transduction; CHO-NPSR cells, cAMP TR-FRET, antagonist mode; Potency, µM (top dose mostly 38.3 µM), inactives show at the top dose activity change, negative = inhibition, most hits filed as inhibitors; 220,000 tested, 1% active; note: % is set by controls: 0 for no effect and ±100 for the full control effect; nearly all actives have a fitted effect of over 50% in size; many of its hits are not listed in these tables
Target sequence (Q6W5P4 whole entry, looked up): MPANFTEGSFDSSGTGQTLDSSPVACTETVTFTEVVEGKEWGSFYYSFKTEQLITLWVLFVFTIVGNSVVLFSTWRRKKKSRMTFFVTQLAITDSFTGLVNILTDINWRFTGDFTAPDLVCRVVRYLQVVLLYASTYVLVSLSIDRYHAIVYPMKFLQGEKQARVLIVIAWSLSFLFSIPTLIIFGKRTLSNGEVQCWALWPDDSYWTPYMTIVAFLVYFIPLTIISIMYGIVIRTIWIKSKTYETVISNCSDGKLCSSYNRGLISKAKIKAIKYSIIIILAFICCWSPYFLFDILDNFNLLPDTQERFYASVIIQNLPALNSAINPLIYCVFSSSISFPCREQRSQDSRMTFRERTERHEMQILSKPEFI
Epigenetic derep – Quantitative High-Throughput Screen for Regulators of Epigenetic Control | Potency, µM (doses to about 53.9 µM), inactives show at the highest dose GFP activation, hits mostly activators | murine LDR cells, GFP reporter derepression, 30 h | AID 1865, 2009 | 280,000 tested, 0.2% active; note: % of control where 0% means no effect; nearly all actives have a fitted effect of over 60% in size
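Murine LDR cells bearing a silenced CMV-driven GFP reporter were exposed to compound for 30 h at 37 C. After PBS washes, GFP-positive cells (20-120 um objects) counted by laser-scanning microplate cytometry.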
GAA glycogen – qHTS Assay for Inhibitors and Activators of Human alpha-Glucosidase Cleavage of Glycogen. Lysosomal alpha-glucosidase (Homo sapiens), P10253. recombinant GAA, glycogen substrate, Amplex Red glucose oxidase fluorescence. Potency, µM (series often up to 76.4 µM), without a hit: top-dose activity change, negative = inhibition, most hits filed as inhibitors. 300,000 tested, 0.38% active. AID 2100, 2009;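 note: 0% = full enzyme reaction and -100% = no-enzyme basal signal; the screen sought inhibitors and activators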
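Natural-substrate format: glycogen cleavage by 4 nM human enzyme, glucose read by Amplex Red coupling (Ex 573, Em 610 nm). Normalized to enzyme and no-enzyme controls.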
GAA spleen mod – qHTS Assay for Inhibitors and Activators of Human alpha-Glucosidase From Spleen Homogenate | Lysosomal alpha-glucosidase (Homo sapiens), P10253 | human spleen homogenate, 4-MU-alpha-glucoside fluorescence | Potency, µM (highest dose often 79.9 µM), inactives show at the highest dose activity change, negative = inhibition, most hits filed as inhibitors | 240,000 tested, 0.006% active;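 note: 0% = enzyme with vehicle and -100% = no enzyme basal signal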
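Human spleen homogenate (1 ug) incubated with compounds and 1 mM 4-methylumbelliferyl-alpha-D-glucopyranoside in pH 5.0 citrate/phosphate buffer, 37 C, 40 min. Stopped at pH 10; 4-MU fluorescence (Ex 365/Em 440 nm); AC50 by Hill fit.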
GLA spleen mod – qHTS Assay for Inhibitors and Activators of Human alpha-Galactosidase From Spleen Homogenate | human spleen homogenate, 4MU-alpha-Gal fluorescence, 40 min | Potency, µM (doses to about 80 µM), without a hit: at the highest dose activity change, negative = inhibition, hits mostly inhibitors | 240,000 tested, 0.008% active;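 note: 0% = enzyme with vehicle and -100% = no enzyme basal signal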
Target sequence (P06280 32-429 limits assumed): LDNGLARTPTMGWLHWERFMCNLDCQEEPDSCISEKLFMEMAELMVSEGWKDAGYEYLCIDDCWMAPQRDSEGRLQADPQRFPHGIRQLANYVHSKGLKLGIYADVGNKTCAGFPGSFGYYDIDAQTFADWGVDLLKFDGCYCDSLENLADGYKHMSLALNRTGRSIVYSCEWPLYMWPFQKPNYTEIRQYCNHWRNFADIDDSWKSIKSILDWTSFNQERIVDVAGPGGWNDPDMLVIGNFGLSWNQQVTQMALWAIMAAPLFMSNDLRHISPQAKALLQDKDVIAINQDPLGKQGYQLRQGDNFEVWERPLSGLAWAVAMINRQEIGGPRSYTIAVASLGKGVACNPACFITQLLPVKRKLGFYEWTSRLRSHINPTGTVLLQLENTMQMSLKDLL
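Human spleen homogenate (1 ug) was the enzyme source, with 4-methylumbelliferyl-alpha-D-galactopyranoside (1 mM final) in pH 5.0 citrate buffer with 0.01% Tween-20. Compounds were titrated; after 40 min at 37C, NaOH/glycine stop, 4-MU fluorescence read; AC50 from Hill fits.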
GAA inh – qHTS Assay for Inhibitors of Human alpha-Glucosidase as a Potential Chaperone Treatment of Pompe Disease. purified human GAA, 4-MU-alpha-glucoside fluorescence. Potency, µM (doses to about 76.9 µM), without a hit: at the highest dose activity change, negative = inhibition, hits mostly inhibitors. 200,000 tested, 0.005% active. AID 1466, 2008;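 note: plate controls were uninhibited enzyme wells for no effect and no-enzyme background for full effect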
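Endpoint fluorogenic read: 20 min room-temperature reaction of 4 nM human alpha-glucosidase with 400 uM 4-methylumbelliferyl-alpha-D-pyranoside, pH 5.0, quenched with 1M NaOH/1M glycine pH 10. AC50 from Hill modeling.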
ALDH1A1 block – qHTS Assay for Inhibitors of Aldehyde Dehydrogenase 1 (ALDH1A1); Potency, µM (titrated, usually from 75.3 µM), without a hit: top-dose activity, negative = inhibition, hits mostly inhibitors; 220,000 tested, 7.3% active; AID 1030, 2008; Purified ALDH1A1, NADH fluorescence, propionaldehyde substrate; active = well fitted inhibition curve with a large enough effect, not every such curve was filed as active; inconclusive = small, poorly fitted or top-dose-only effect, or another doubt; inactive = no such curve, though single readings can be large or run the other way;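 note: plate controls were no enzyme wells and a reference inhibitor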
Tau fluor counter – Counterscreen qHTS for Inhibitors of Tau Fibril Formation, Fluorescence Polarization; tau K18 P301L Alexa594 fluorescence, heparin fibrillization; Potency, µM (series often up to 57.7 µM), for inactives: at the highest dose activity change, negative = decrease; 280,000 tested, 0.93% active; note: % is set by controls: 0 for no effect and ±100 for the full control effect; nearly all actives have a fitted effect of over 55% in size
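Human tau K18 P301L (15 uM unlabeled, 0.24 uM Alexa 594-labeled) in 100 mM sodium acetate pH 7 with 20 uM heparin, 6 hr at 37 C. ThT 30 uM added, 1 hr ambient; Alexa 594 FP and total fluorescence read at 555/632 nm.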
Starred values were filed as active, the others as inactive; u = inconclusive; x = no result given; [ ] = remark or other dose. Unless noted, calls come from the whole dose curve; as a rule, active = well fitted curve in the direction sought with a large enough effect; inconclusive = small, poorly fitted or top-dose-only effect, or another doubt; inactive = no such curve, though single readings can be large; an effect the other way counts as inactive or inconclusive. Potency is the fitted concentration of half-maximal effect. These rows are one share of the data (hit frequency here may not be typical).

SMILES | NPSR antagonist | Epigenetic derep | GAA glycogen | GAA spleen mod | GLA spleen mod | GAA inh | ALDH1A1 block | Tau fluor counter
COc1ccc(C2C(C(=O)N3CCOCC3)CCC(=O)N2c2cc(OC)c(OC)c(OC)c2)cc1 (stereo unspecified) | 12% | -1.9% | 2% | -2% | 4% | -2% | 4% | 11%
Cc1ccc(NCc2nnc(SCC(=O)O)n2Cc2ccccc2)cc1Cl | 9% | 0.0% | 4% | -1% | -9% | u | 9% | 11%
Cc1occc1C(=O)NNC(=S)Nc1ccccc1 | -10%[46.1 µM] | 0.9% | u | 1% | 7% | 4% | -3% | 0%
CCOc1ccc2nc(C(C)O)[nH]c2c1 (stereo unspecified) | -5%[46.1 µM] | 1.1% | 1% | -4% | 4% | -1% | 13% | -3%
COc1ccc(C(=O)Nc2ccc3nc(C)sc3c2)cc1OC | 11% | -2.2% | 1% | 2% | 3% | 1% | -20% | -10%
COc1ccc(S(=O)(=O)Nc2nc3ccccc3nc2NCc2ccc3c(c2)OCO3)cc1 | 2% | 6.9% | 1% | -3% | 8% | 4% | u | -29%
NS(=O)(=O)c1ccc(CNC(=O)/C=C/c2cccc([N+](=O)[O-])c2)cc1 | 4%[7.67 µM] | -0.3% | 4% | -17% | -3% | x | x | -5%
CCOc1ccc(OCc2ccc(C(=O)O)o2)cc1 | -14%[46.1 µM] | -10.0% | 4% | -9% | 1% | -8% | 4% | -2%
Cc1n[nH]c(C)c1-c1nc2ccccc2[nH]1 | 3%[46.1 µM] | 1.2% | 3% | -13% | 5% | 1% | 10% | 1%
O=Cc1c(N2CCN(c3ccccc3)CC2)nc2ccccn2c1=O | 22% | -4.5% | -13% | -4% | -7% | 10% | 3% | 4%
Cc1ccc2nc(-c3ccc(NC(=S)NC4CC(C)(C)NC(C)(C)C4)cc3)sc2c1 | -50% | 5.7% | 5% | -6% | 22% | u | u | 7.9µM*[quencher]
CN(CC(O)COCc1ccccc1F)C1CCCCC1 (stereo unspecified) | 6% | 0.6% | 2% | -1% | 6% | x | x | -5%
CCOC(=O)CCC(NC(=O)CCCCC(=O)NC(CCC(=O)OCC)C(=O)OCC)C(=O)OCC (stereo unspecified) | 18% | 0.0% | 9% | 1% | 5% | -9% | 2% | 0%
O=C1/C(=C\c2cccnc2)CN(Cc2ccccc2)C/C1=C\c1cccnc1 | -28% | u | -6% | -28% | 24% | 3% | 7.9µM* | -13%
COc1ccc(C(=O)N2CCN=C2SCc2cccnc2)cc1OC | -21%[46.1 µM] | -2.4% | 5% | 2% | 5% | -4% | 10% | -3%
COc1ccc(CCNC(=O)c2cnc3n(c2=O)CCS3)cc1OC | -7%[46.1 µM] | 1.0% | 2% | -1% | 21% | -22% | 3% | 2%
O=c1c(O)c(-c2ccc(O)cc2)oc2cc(O)cc(O)c12 | x | 0.4% | x | -3% | -1% | x | -6%[20.9 µM] | u
Cn1cc(/C=C2/SC(=O)N(CC(=O)Nc3ccc4c(c3)OCO4)C2=O)c2ccccc21 | 0%[46.1 µM] | -1.3% | 10% | -1% | 1% | -12% | 16% | -11%
CC1=CC2=NC(=O)/C(=C\c3cc(C)n(-c4ccccc4)c3C)C(=N)N2O1 | -5% | u | -3% | 3% | 5% | -2% | 25% | -16%
COc1cccc(-c2nn3c(-c4ccco4)nnc3s2)c1 | -28%[46.1 µM] | -0.1% | -6% | -1% | -3% | 8% | 3.5µM* | 2%
O=C(N/N=C/c1cc(Br)cc(Br)c1O)c1ccncc1 | -18% | -0.2% | 8% | 0% | -3% | 0% | 4% | -28%
CCc1c(O)nc(SCC(=O)c2ccccc2)n(-c2ccccc2)c1=O | -17% | 0.0% | 4% | 2% | 1% | x | x | -10%
CCOc1ccc2[nH]c(=O)c(CN(CCN3CCCC3)C(=S)Nc3ccccc3OCC)cc2c1 | u | -1.0% | 6% | -1% | 0% | -3% | u | -30%
Cc1cccc(NC(=O)N2CCCC2C(=O)Nc2ccccc2)c1 (stereo unspecified) | -42% | 4.8% | 6% | 2% | -6% | -4% | 31%[activator] | -2%
Cc1cc(S(=O)(=O)Nc2c(C)ccc3nsnc23)ccc1F | -19%[46.1 µM] | -2.0% | 1% | 1% | 5% | -23% | 10% | -7%

Already shown: an excerpt of the list.
SMILES | NPSR antagonist | Epigenetic derep | GAA glycogen | GAA spleen mod | GLA spleen mod | GAA inh | ALDH1A1 block | Tau fluor counter
COc1ccc(C2C(C(=O)N3CCOCC3)CCC(=O)N2c2cc(OC)c(OC)c(OC)c2)cc1 (stereo unspecified) | 12% | -1.9% | 2% | -2% | 4% | -2% | 4% | 11%
Cc1ccc(NCc2nnc(SCC(=O)O)n2Cc2ccccc2)cc1Cl | 9% | 0.0% | 4% | -1% | -9% | u | 9% | 11%
Cc1occc1C(=O)NNC(=S)Nc1ccccc1 | -10%[46.1 µM] | 0.9% | u | 1% | 7% | 4% | -3% | 0%
CCOc1ccc2nc(C(C)O)[nH]c2c1 (stereo unspecified) | -5%[46.1 µM] | 1.1% | 1% | -4% | 4% | -1% | 13% | -3%
COc1ccc(C(=O)Nc2ccc3nc(C)sc3c2)cc1OC | 11% | -2.2% | 1% | 2% | 3% | 1% | -20% | -10%

Continuation.
SMILES | NPSR antagonist | Epigenetic derep | GAA glycogen | GAA spleen mod | GLA spleen mod | GAA inh | ALDH1A1 block | Tau fluor counter
COCCCNC(=S)NNC(=S)NCCCOC | -22% | 3.2% | u | -6% | 0% | -1% | u | 3%
Cc1noc(C)c1C(=O)N1CCC(Cc2ccccc2)CC1 | 16%[46.1 µM] | 0.1% | 6% | -2% | 6% | -12% | 2% | 1%
CC1CCN(C(=S)c2ccc(-c3ccc(Cl)cc3Cl)o2)CC1 | -19% | -3.0% | -3% | 5% | 7% | -5% | 28µM* | 5%
Cn1c(NC(=O)c2ccco2)cc(=O)n(C)c1=O | -7%[46.1 µM] | -4.3% | -1% | 0% | -4% | -6% | 10% | -2%
CC(C)CCN=Cc1c(O)n(-c2ccccc2)c(=O)c2ccccc12 | u | 1.5% | -10% | -7% | -4% | -9% | -11% | -18%
O=C(COC(=O)CCc1nc2ccccc2s1)Nc1ccc(S(=O)(=O)N2CCOCC2)cc1 | 0%[46.1 µM] | -0.7% | 2% | -2% | 8% | -11% | 5% | -29%
CC(=O)Nc1ccc(S(=O)(=O)Nc2nc3ccccc3nc2N2CCCC2)cc1 | -9%[46.1 µM] | 0.0% | -4% | -13% | -4% | -6% | 11µM* | -11%
COc1cc(C(=S)N2CCCCC2)ccc1OCC(=O)Nc1ccccc1Cl | -40% | -1.5% | 16% | -3% | -4% | 0% | -3% | -26%
CN(NC(=O)c1ccc(Cl)cc1)c1cccc(Cl)n1 | -4%[46.1 µM] | -1.9% | 2% | -8% | -16% | 1% | 2% | -7%
COc1ccc(-c2nc(CCl)cs2)cc1 | -3% | -2.2% | -1% | -19% | 1% | -8% | u | -1%
CCOc1ccc(C2C(C#N)=C(N)SC(N)=C2C#N)c(OCC)c1 | 26%[46.1 µM] | 2.5% | -1% | -7% | 0% | 3% | 18µM* | u
Cc1cc(C)nc(SCc2nnc(SCC(=O)Nc3ccc(C)c(C)c3)n2Cc2ccco2)n1 | u | -1.0% | 0% | -2% | 4% | -25% | -5% | -3%
NC(=O)C1=CN(Cc2ccc(Cl)cc2)CCC1C(F)(F)F (stereo unspecified) | -5% | -1.6% | 0% | -9% | 6% | x | x | -14%
CC1CCCCN1Cc1c(C#N)c2ccccc2n1C (stereo unspecified) | u | -0.7% | 2% | 4% | 2% | -3% | u | -11%
CS(=O)(=O)Nc1ccc(C(=O)N2CCCCC2)cc1 | -12%[46.1 µM] | -6.3% | -4% | -5% | 5% | 0% | u | 10%
Cc1ccc(NC(=O)c2ccc(S(=O)(=O)N3CCC(C)CC3)cc2)cc1 | -16%[46.1 µM] | -5.2% | -3% | -1% | 3% | -3% | -2% | -6%
Cc1ccc(NC(=O)Cn2nc(C)c([N+](=O)[O-])c2C)cc1Cl | -17% | 2.8% | 18% | 1% | -4% | -8% | 18% | -25%
COc1ccc(C(=O)n2cnc(N)n2)cc1 | -2%[46.1 µM] | -1.1% | 5% | -18% | 10% | 1% | 12% | -1%
CC(c1ccco1)N(C(=O)c1ccc(Cl)s1)c1ccccn1 (stereo unspecified) | -25%[46.1 µM] | -4.4% | -12% | 0% | -1% | -4% | u | -2%
COc1cc(NC(=O)C2=C(N3CCOCC3)/C(=C\c3ccc(Cl)cc3Cl)CC2)cc(OC)c1OC | -26% | 0.0% | 6% | -3% | 5% | 1% | 14% | -14%
CN(CCc1ccccn1)C(=O)CCC1CCCN(C(=O)CN2CCCCCC2)C1 (stereo unspecified) | -12% | -0.6% | -6% | -5% | 4% | 0% | u | -9%
Cn1c(CSCc2ccccc2)nnc1SCC(=O)Nc1nccs1 | 20%[46.1 µM] | -1.1% | 1% | -5% | 6% | -4% | -10% | -8%
Cc1ccc(Nc2nc(Cl)c(C=O)s2)cc1 | 49% | 4.3% | 5% | 3% | -4% | -3% | -1% | u
Cc1cccc(OCCn2c(-c3ccco3)nc3ccccc32)c1 | u | 1.9% | -5% | -12% | 2% | 1% | u | -14%
Cc1ccc(-c2nc3ccccc3[nH]2)cc1NC(=S)NC(=O)c1ccccc1Br | u | -2.6% | -4% | -4% | 1% | u | 28µM* | u
CCSc1nnc(NC(=O)C2C3CCC(C3)C2C(=O)O)s1 (stereo unspecified) | 11% | -0.2% | 2% | 9% | 3% | -6% | u | -4%
N#Cc1cc(C#N)c(N2CCN(c3ccccn3)CC2)nc1N | -6%[46.1 µM] | 3.2% | 5% | -8% | 6% | 0% | u | -2%
CCC(=O)Nc1cc(C(=O)O)ccc1Sc1ccc(Cl)cc1 | -11% | -1.5% | 9% | -25% | 5% | -6% | -2% | 0%
COC(=O)c1ccc(NC(=O)c2cccc(C)c2[N+](=O)[O-])cc1 | -10% | 14% | -1% | 0% | 3% | 2% | u | -6%

Compound activity: PubChem, National Center for Advancing Translational Sciences (NCATS)
